DENV2 CPE = inhibitors of DENV2 cytopathic effect. DENV2-infected cells, cytopathic effect rescue, plate reader. CPE inhibition, % at 9.99 µM. actives 1.7% (n = 350,000). AID 651640; in the data active = CPE inhibition above about 20%, passing the limit was not always enough; inconclusive = no clear call, values can overlap the other calls; tested in BHK-21 cells;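 also: 0% = median of neutral control wells and 100% = median of positive control wells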
ERp5 block = inhibitors of human ERp5. actives 0.05% (n = 350,000). inhibition, % at 9.99 µM. AID 651711. Q15084. ERp5 insulin aggregation, absorbance 650 nm, 90 min;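 active = mean replicate inhibition above about 25%, with every replicate also reaching it, limit read from the data, passing the limit was not always enough; inconclusive = only one of those two criteria met; inactive = neither criterion met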
miR-122 sensor = blocks miR-122 activity in Huh7 sensor cells; actives 0.3% (n = 340,000); Huh7 miR-122 Renilla luciferase sensor, 48 h; neutral wells = 0, positive control = 100; activation (reporter increase), % at 12.5 µM;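 active = mean replicate activation score at least 90 and every replicate individually at or above 90; inconclusive = only one of the two criteria met; inactive = neither criterion met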;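 also: higher luciferase means less miR-122 activity so hits act as miR-122 inhibitors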
ERAP1 inh = ERAP1 (human) enzyme inhibition; Q9NZ08; recombinant ERAP1, Leu-AMC fluorescence, 60 min; actives 0.15% (n = 340,000); inhibition, % at 10.7 µM;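 active = mean replicate inhibition of at least 30%, or all replicates individually reaching that 30% level; inactive = mean below 30% and not every replicate reaching it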;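 also: 0% = neutral control wells and 100% = L-leucinethiol positive control wells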
Casp6 inh = blocks human caspase-6 cleavage activity | P55212 | purified caspase-6, Z-VEID-R110 cleavage fluorescence | inhibition, % at 12.5 µM | actives 0.53% (n = 350,000);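 active = mean inhibition across replicates at least about 35%, with every replicate also reaching that limit, limit read from the data; inconclusive = only one of the two criteria met; inactive = neither criterion met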;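 also: 0% = median of neutral control wells and 100% = no fluorescence left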
F508del corr = CFTR F508del correction in bronchial cells; AID 720511; CFBE cells, YFP halide quenching; stimulated with forskolin plus potentiator P3; % fluorescence drop versus neutral controls; activity (quench increase), % at 7.58 µM; actives 0.36% (n = 350,000);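 active = mean added fluorescence quench of at least 8% versus neutral control, with both replicates also reaching 8%; inconclusive = only one of the mean or replicate conditions met; inactive = mean below 8% and not both replicates reaching 8%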;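 also: cells transiently co-express mutant CFTR-F508del with the halide-sensitive YFP; corrector assay measuring rescue of mutant channel to the surface after 24 h compound exposure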
SIRT5 block = sirtuin-5 (human) deacylase inhibition; Q9NXA8; Purified SirT5, succinyl-peptide AMC, trypsin-coupled fluorescence; inhibition, % at 15 µM; actives 1.1% (n = 330,000); AID 652115; in the data active = inhibition above about 15%; inconclusive = no clear call, values can overlap the other calls
Active calls of the source: *; ? = inconclusive; · = not tested or not shown; [ ] = another dose, or the depositor's remark. Rows were taken by chance, and some 4% of all compounds hit somewhere here.

DENV2 CPE	ERp5 block	miR-122 sensor	ERAP1 inh	Casp6 inh	F508del corr	SIRT5 block	Structure
-3	-10	·	2	-1	-0.2	3	CC=Cc1ccc2n(c1=O)C[C@H]1[C@H](CO)[C@@H](C(=O)NCCN3CCCCC3)N(C(C)=O)[C@@H]21 (mixture of isomers)
4	-3	4[16.7 µM]	1	2	1.2	5	CN(C)C(=O)C[C@@H]1C=C[C@@H](NS(=O)(=O)c2ccccc2)[C@H](CO)O1
7	-2	·	-6	0	2.8	-3	CCCCCCCCCC(=O)NNC(=O)c1c(O)c2ccccc2n(CCC)c1=O
-1	2	·	-6	10	1.4	-4	CSc1nsc(SCC(=O)Nc2ccc(O)c(C(=O)O)c2)n1
49*	0	-11[16.7 µM]	-5	1	-3.6	-5	CNC[C@H]1Oc2cc(C#CC3CCCC3)ccc2S(=O)(=O)N([C@H](C)CO)C[C@@H]1C
-4	-3	3	0	-2	2.1	3	Cc1ccc(-n2c(=O)c3c4c(sc3n3c(=S)[nH]nc23)CCC4)cc1
74*	6	·	-3	-3	3.0	6	CC1(C(=O)NCc2ccccc2)CN(S(C)(=O)=O)CC(=O)N1CCc1ccccc1F (stereo not given)
-4	-5	-1	1	1	2.2	-4	COc1ccc(CC(=O)NNC(=O)c2ccc(SCc3cc(F)ccc3F)c([N+](=O)[O-])c2)cc1
-2	-1	1	-3	0	-1.0	-2	O=c1c2cc(Cl)ccc2nc(-c2ccc(Cl)c(Cl)c2)n1O
3	-8	-3	6	0	-1.9	-1	CCn1c(SCC(=O)c2c(N)n(C3CC3)c(=O)[nH]c2=O)nnc1-c1ccccc1OC
-10	1	0[16.7 µM]	-7	3	0.5	4	C[C@H](CO)N1C[C@H](C)[C@@H](CN(C)S(C)(=O)=O)Oc2ncc(C#CC3CCCCC3)cc2C1=O
7	0	-3	1	2	-3.8	0	CCC(NC(=O)COC(=O)C1CC2CCCC(C1)C2=O)c1ccc(Br)cc1 (stereo not given)
2	-8	0[16.7 µM]	0	0	1.0	5	C[C@@H]1CCCCO[C@@H](CN(C)Cc2ccncc2)[C@H](C)CN([C@@H](C)CO)C(=O)c2cc(NC(=O)Nc3ccc(C(F)(F)F)cc3)ccc2O1
11	-3	·	2	-5	-1.1	1	O=C(Cc1ccccc1)N1CC(=O)N2[C@H](CO)[C@H](c3ccc(Br)cc3)[C@@H]2C1
3	-5	-5	-2	-2	3.3	3	CC(C)CCNC(=O)C(C)N(Cc1ccc(F)cc1)C(=O)c1ccc(CN2CCCCC2)o1 (stereo not given)
17	3	-1	·	6	0.2	7	O=C(O)CCCC(=O)Nc1ccc(Oc2ncnc3cc(Cl)ccc23)nc1
-7	9	0	4	-3	0.9	-1	CCOC(=O)c1[nH]ncc1CN1CCN(Cc2ccc(C)cc2)C(CCO)C1 (stereo not given)
12	3	·	-2	3	-0.3	-1	CCN(CCn1cccn1)C(=O)CCc1nnc(CCCc2ccccc2)o1
·	1	·	-2	0	3.4	·	O=S(=O)(c1cc(Cl)ccc1Cl)n1ccnc1
-5	-19	-7	0	-5	0.3	0	O=C(NCc1nnc(SCC(=O)N2CCN(c3ccccc3)CC2)o1)c1c(F)cccc1F

Arranged by value in ERAP1 inh (lowest first): seven of the compounds above.
DENV2 CPE	ERp5 block	miR-122 sensor	ERAP1 inh	Casp6 inh	F508del corr	SIRT5 block	Structure
7	-2	·	-6	0	2.8	-3	CCCCCCCCCC(=O)NNC(=O)c1c(O)c2ccccc2n(CCC)c1=O
49*	0	-11[16.7 µM]	-5	1	-3.6	-5	CNC[C@H]1Oc2cc(C#CC3CCCC3)ccc2S(=O)(=O)N([C@H](C)CO)C[C@@H]1C
74*	6	·	-3	-3	3.0	6	CC1(C(=O)NCc2ccccc2)CN(S(C)(=O)=O)CC(=O)N1CCc1ccccc1F (stereo not given)
3	-5	-5	-2	-2	3.3	3	CC(C)CCNC(=O)C(C)N(Cc1ccc(F)cc1)C(=O)c1ccc(CN2CCCCC2)o1 (stereo not given)
-4	-3	3	0	-2	2.1	3	Cc1ccc(-n2c(=O)c3c4c(sc3n3c(=S)[nH]nc23)CCC4)cc1
4	-3	4[16.7 µM]	1	2	1.2	5	CN(C)C(=O)C[C@@H]1C=C[C@@H](NS(=O)(=O)c2ccccc2)[C@H](CO)O1
3	-8	-3	6	0	-1.9	-1	CCn1c(SCC(=O)c2c(N)n(C3CC3)c(=O)[nH]c2=O)nnc1-c1ccccc1OC

3 entries picked at random from the list so far:
DENV2 CPE	ERp5 block	miR-122 sensor	ERAP1 inh	Casp6 inh	F508del corr	SIRT5 block	Structure
-2	-1	1	-3	0	-1.0	-2	O=c1c2cc(Cl)ccc2nc(-c2ccc(Cl)c(Cl)c2)n1O
-4	-5	-1	1	1	2.2	-4	COc1ccc(CC(=O)NNC(=O)c2ccc(SCc3cc(F)ccc3F)c([N+](=O)[O-])c2)cc1
12	3	·	-2	3	-0.3	-1	CCN(CCn1cccn1)C(=O)CCc1nnc(CCCc2ccccc2)o1

Further compounds follow:
DENV2 CPE	ERp5 block	miR-122 sensor	ERAP1 inh	Casp6 inh	F508del corr	SIRT5 block	Structure
-5	5	-3	1	4	-1.2	2	O=C(N/C(=C\c1ccc2c(c1)OCO2)C(=O)N1CCOCC1)c1ccccc1Br
6	7	-3	-5	-4	-2.4	-1	Cc1cc(C)n(-c2ccc(C(=O)NCCCN3CCOCC3)cc2)n1
·	1	-3	3	10	3.0	5	NS(=O)(=O)c1ccc(Nc2nc(-c3ccc(F)cc3)cs2)cc1
-14	0	3	-3	-5	1.1	·	O=C(Cn1cc2c(n1)CCCCC2)NCCCN1CCOCC1
-1	-3	0[16.7 µM]	1	-3	-1.9	-1	O=C(NCC[C@H]1CC[C@H](NS(=O)(=O)c2ccc(F)cc2)[C@H](CO)O1)Nc1ccc(Cl)cc1
-5	0	6	0	-1	1.0	-5	O=C(C1=C(O)C(=O)N(CC2CCCO2)C1c1ccc(Cl)cc1Cl)c1ccco1 (stereo not given)
-5	3	·	·	·	2.6	0	O=C(c1ccc(F)cc1)N1CC(=O)N2[C@H](CO)[C@H](c3ccc(C#CCC4CCCC4)cc3)[C@H]2C1
9	0	-3	5	-1	1.8	-10	N#Cc1ccccc1S(=O)(=O)N1CCN(CC(O)COc2ccccc2F)CC1 (stereo not given)
4	-1	73	0	13	-1.7	-9	Cn1cnnc1Sc1ccc(/C=C/C(=O)c2ccc(O)cc2)cc1[N+](=O)[O-]
?	4	1[16.7 µM]	1	1	-0.1	11	O=C(C[C@@H]1C[C@@H]2c3cc(NC(=O)Cc4ccncc4)ccc3O[C@@H]2[C@H](CO)O1)NCc1ccc(-c2ccccc2)cc1
0	-4	-4	0	3	-1.9	6	Cn1c(N)c(C(=O)COC(=O)/C=C/c2ccc(S(=O)(=O)N3CCOCC3)cc2)c(=O)n(C)c1=O
0	-3	4	-2	-2	4.6	0	Cc1ccc2c(C)c(C(=O)NCCN3CCOC3=O)oc2c1C
11	4	·	1	1	1.4	-2	Cc1ccc(NC(=O)c2ccc3c(c2)[nH]c(=O)n3C(C)C)cc1

From PubChem
